Assay outcomes (PubChem)
procasp3 activ: activators of human procaspase-3 D3A mutant, primary screen, biochemical, absorbance, PC-3 D3A mutant, single concentration | Caspase-3 (Homo sapiens), P42574 | recombinant procaspase-3 D3A, Ac-DEVD-pNA absorbance 405 nm | activation, % at 8.5 µM | 0.11% of 330,000 active;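 active = activation above the mean of all tested compounds plus 3 SD, cut at about 21% in these data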;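 note: 0% = DMSO alone and 100% = DMSO wells spiked with extra 5 µM PC-3 D3A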
Target sequence (P42574 whole entry D9A/D28A/D175A): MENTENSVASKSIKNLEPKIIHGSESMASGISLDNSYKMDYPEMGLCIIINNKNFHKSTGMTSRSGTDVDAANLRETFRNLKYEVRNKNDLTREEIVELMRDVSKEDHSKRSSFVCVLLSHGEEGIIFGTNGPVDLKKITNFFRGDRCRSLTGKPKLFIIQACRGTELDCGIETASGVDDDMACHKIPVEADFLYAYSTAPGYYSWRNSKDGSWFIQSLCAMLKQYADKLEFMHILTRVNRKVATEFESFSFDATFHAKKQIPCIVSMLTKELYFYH
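Assay system: Autoprocessing-dead procaspase-3 D3A mutant enzyme; also added: Ac-DEVD-pNA; doses: one concentration, 8.5 µM nominal, 0.8% DMSO; times: 1 h compound preincubation, 2 h substrate hydrolysis at 25 °C; technique: 405 nm absorbance of p-nitroaniline, reads at 0 and 120 min; measure: % activation between DMSO and enzyme-spiked controls; repeats: single replicate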
LAP4 TOR yeast: modulators of LAP4-GFP expression in yeast, primary screen, S. cerevisiae, multiplex flow cytometry, MLPCN library; 0.34% of 320,000 active; 3 h; median GFP as percent of DMSO wells; GFP response vs DMSO, % at 10 µM; AID 2023, 2009;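 active = GFP response vs DMSO above a set limit, about the screen mean plus 3 SD, cut at about 150% in these data; inconclusive = under 70 cell events counted for the yeast strain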
MEP2-GFP yeast: modulators of MEP2-GFP levels in yeast, primary screen, S. cerevisiae, multiplex flow cytometry, MLPCN library. GFP response vs DMSO, % at 10 µM. S. cerevisiae MEP2-GFP strain, 3 h; 100% = DMSO control level. 0.51% of 330,000 active. AID 2016, 2009;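 active = GFP response versus DMSO above a set limit, roughly screen mean plus 3 SD, cut at about 180% in these data; inconclusive = fewer than 70 cells counted for a yeast strain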;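 note: median GFP fluorescence of the barcode-gated MEP2-GFP cells per well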
JMJD2C inh: inhibitors of GASC-1 histone demethylase, primary screen, biochemical, fluorescence, DELFIA europium; GST-JMJD2C(1-420) H3K9me3 demethylation; inhibition, % at 2.35 µM; 0.069% of 330,000 active;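 active = more than half of a compound's replicate wells show inhibition beyond 50%, single wells judged on their own value; inconclusive = some, but no more than half, of replicates pass 50% inhibition; inactive = no replicate passes 50% inhibition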;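 note: signal counts dimethyl H3K9 product captured on neutravidin plate; 0% = median of DMSO wells and 100% = 0.3 times that DMSO median; strong numbers were not always called active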
Target sequence (Q9H3R0 1-420 limits assumed): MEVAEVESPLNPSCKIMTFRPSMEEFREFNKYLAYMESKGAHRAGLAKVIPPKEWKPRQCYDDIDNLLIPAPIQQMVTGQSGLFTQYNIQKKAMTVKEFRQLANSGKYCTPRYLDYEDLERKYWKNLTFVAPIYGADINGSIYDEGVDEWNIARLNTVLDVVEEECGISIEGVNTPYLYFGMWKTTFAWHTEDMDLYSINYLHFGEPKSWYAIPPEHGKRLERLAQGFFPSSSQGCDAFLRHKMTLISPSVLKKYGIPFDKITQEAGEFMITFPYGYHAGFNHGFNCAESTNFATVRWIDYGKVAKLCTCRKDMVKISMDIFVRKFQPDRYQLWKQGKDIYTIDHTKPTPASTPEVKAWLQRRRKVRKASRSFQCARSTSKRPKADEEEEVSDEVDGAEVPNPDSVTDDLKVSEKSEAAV
AHR activator: AHR activators, primary screen, cell-based, luminescence, luciferase reporter, human | 2.5% of 320,000 active | AHR-responsive luciferase reporter cells | activation, % at 5 µM; in the data active = activation above about 47%;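 note: 0% = vehicle wells and 100% = reference agonist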
Yeast superoxide: reduction of superoxide in aged yeast, primary screen, HTS; 0.18% of 330,000 active; superoxide response (% of plate mean), % at 10 µM; AID 2690, 2010; S. cerevisiae aged cells, superoxide DHE fluorescence; hits give low values;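 active = superoxide response under a set limit, about three screen SD below normal, cut at about 65% in these data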;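 note: yeast aged for seven days with compound at 30 °C before DHE staining; 100% = average MFI of all compound-treated wells on the plate with controls excluded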
RPL19A TOR yeast: RPL19A-GFP expression modulators in yeast, primary screen, cell-based, S. cerevisiae, multiplex flow cytometry, MLPCN. S. cerevisiae RPL19A-GFP strain, 3 h; hits give low values. 0.3% of 330,000 active. AID 2025, 2009. percent response vs DMSO, % at 10 µM;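 active = percent response vs DMSO below 50%; inconclusive = fewer than 70 events counted for the yeast strain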;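 note: median channel GFP fluorescence of the barcoded RPL19A-GFP strain; ratio of sample median GFP to plate DMSO average so 100% = DMSO; lower means less RPL19A-GFP as with rapamycin TOR inhibition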
proCasp7 act: procaspase-7 activators, primary screen, counter-screen for procaspase-3 activator project, biochemical, absorbance, HTS, human; recombinant procaspase-7, Ac-DEVD-pNA absorbance 405 nm; D23A/D198A/D206A triple mutant, cannot self-cleave; scale: DMSO 0, 5 µM enzyme 100; activation, % at 8.5 µM; 0.093% of 330,000 active;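 active = percent activation above the screen-wide mean plus 3 SD, cut at about 25% in these data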
Target sequence (P55210 whole entry D23A/D198A/D206A): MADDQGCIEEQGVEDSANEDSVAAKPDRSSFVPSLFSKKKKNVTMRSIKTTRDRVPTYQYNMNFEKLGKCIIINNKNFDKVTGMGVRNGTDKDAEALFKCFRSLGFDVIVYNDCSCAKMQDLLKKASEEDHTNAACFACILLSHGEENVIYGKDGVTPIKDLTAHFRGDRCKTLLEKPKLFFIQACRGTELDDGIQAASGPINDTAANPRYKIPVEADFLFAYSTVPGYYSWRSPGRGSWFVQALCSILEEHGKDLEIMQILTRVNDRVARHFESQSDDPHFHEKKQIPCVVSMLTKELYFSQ
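Material: Procaspase-7 triple mutant (PC-7 D3A) | Quantity: 2 µM procaspase-7 mutant as dispensed | Reagent: DEVD-pNA substrate | Times: 1 h preincubation, 2 h reaction | Technique: 405 nm absorbance of p-nitroaniline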
Starred values were filed as active, the others as inactive; ? = inconclusive; / = not tested or not shown; & = joins results of further samples.

SMILES | procasp3 activ | LAP4 TOR yeast | MEP2-GFP yeast | JMJD2C inh | AHR activator | Yeast superoxide | RPL19A TOR yeast | proCasp7 act
CC1=C(C)/C(=N\OC(=O)/C=C/c2ccccc2)C=CC1=O | 5 | 95 | 105 | 2 | 4 | 102 | / | 8
O=P(OC1CCCCC1)(OC1CCCCC1)C(O)c1ccccc1 (stereo not drawn) | -2 | 110 | 101 | -3 | 0 | 83 | 100 | 6
CCc1ccc(NC(=O)Cn2c(=O)n(CCC(=O)NC3CCN(Cc4ccccc4)CC3)c(=O)c3ccccc32)cc1 | 3 | 96 | 102 | 2 | 1 | 80 | 101 | 7
COc1nc2ccccc2nc1N1CCN(c2ccc(F)cc2)CC1 | / | 100 | 107 | 4 | / | 96 | 103 | /
O=C1CCCc2[nH]c3cccc(/C(=C/c4ccccc4)c4ccccc4)c3c21 | -4 | 109 | 108 | -18 | 8 | 113 | 103 | -6
CSCCC(NC(=O)COc1cccc2ccccc12)C(=O)O (stereo not drawn) | 2 | 101 | 105 | 6 | 3 | 102 | 100 | 5
Cc1ccc(-n2nc3c(=O)n(C(C)C(=O)NCc4ccccc4Cl)nc(C)c3c2C)cc1 (stereo not drawn) | 2 | 98 | 99 | -1 | 1 | 115 | 97 | -9
COC(=O)[C@@]12CCCCN1[C@H](c1ccc(-c3ccccc3)cc1)[C@H]1C(=O)N(C)C(=O)[C@H]12 | -3 | 130 | 93 | -4 | -2 | 102 | 95 | 1
COc1ccccc1OCc1ccc(C(=O)NCC2CCCO2)o1 (stereo not drawn) | 9 | 102 | 101 | 2 | 2 | 96 | 101 | 0
COc1ccccc1NC(=O)N(Cc1cccs1)Cc1cc2cc3c(cc2[nH]c1=O)OCO3 | -3 | 99 | 105 | 3 | 29 | 106 | 107 | 2
CSc1ccc(CC(=O)N2CCC(n3nccc3NC(=O)C3CC3)CC2)cc1 | 2 | 82 | 105 | 4 | 8 | 100 | 112 | 6
COc1ccc(NCc2nnc(SCC(=O)Nc3ccc(OC)cc3)n2C)cc1 | 2 | 87 | 104 | 3 | 2 | 99 | 103 | -3
Cc1ccc(C)n1-c1nnc(N2CCC(C(=O)N3CCN(C)CC3)CC2)s1 | -4 | 99 | 103 | 6 | 0 | 113 | 93 | 7
COC(=O)c1cccc(N2C(=O)C(Cl)=C(N3CCOCC3)C2=O)c1 | -19 | 108 | 116 | -15 | 10 | 100 | 103 | -32
COc1cc(C2(c3ccc(O)c(OC)c3)C(=O)Nc3c(C)cc(Br)cc32)ccc1O | -7 | 103 | 93 | 3 | -2 | 101 | 95 | 2
COCCN(C(=O)CSc1ncc(C(F)(F)F)cc1Cl)c1c(N)n(Cc2ccccc2)c(=O)[nH]c1=O | -5 | 94 | 94 | -1 | 1 | 91 | 94 | 10
O=C(NNC(=O)c1ccc([N+](=O)[O-])cc1)c1ccncc1 | 1 | 97 | 98 | 13 | 0 | 103 | 100 | -5
CC(=O)Nc1ccc(NC(=O)CSc2nc3ccccc3o2)cc1 | -6 | 96 | 102 | 9 | 1 | 94 | 100 | -5
CCOC(=O)c1cnc2c(C)cccc2c1NCCc1ccc(OC)c(OC)c1 | -6 | / | 90 | 19 | 1 | 96 | 89 | -2
CC(C)(C)NC(=O)C(c1ccncc1)N(Cc1ccc(F)cc1)C(=O)c1ccc(-c2ccccc2)[nH]1 (stereo not drawn) | -5 | 129 | 105 | -11 | 3 | 98 | 98 | -12
Cn1c(=O)[nH]c(=O)c2c1nc(CN1CCN(c3ccccc3F)CC1)n2CCCc1ccccc1 | 8 | 129 | 97 | -3&3 | 2 | 114 | 99 | 0
Cc1ccc(NC(=O)c2ccc(OC(F)F)cc2)cc1S(=O)(=O)N(C)C | 1 | 89 | 111 | 40 | 23 | 103 | 103 | -7
CCOC(=O)/C(=N\Nc1ccccc1)S(=O)(=O)c1ccccc1 | -3 | 108 | 99 | 2 | -1 | 97 | 92 | 3
CC(C)CC1=NN(C(=O)c2ccncc2)C(O)(C(F)(F)F)C1 (stereo not drawn) | 2 | ? | ? | -1 | 5 | 105 | ? | -4
CC(=O)c1c(COC(=O)c2ccco2)nc2ccccc2[n+]1[O-] | 3 | 100 | 106 | 5 | 10 | 101 | 98 | 5
Cc1ccc(Cl)cc1N(CC(=O)NC1CCCCC1)S(C)(=O)=O | -1 | 97 | 97 | -16 | 0 | 81 | 97 | -1
CCCCCOC(=O)CSc1nc2c(c(=O)[nH]c(=O)n2C)n1CCc1ccccc1 | -16 | 97 | 95 | 2 | 0 | 92 | 94 | -21
CC(=O)Nc1nnc(CCS(=O)(=O)c2ccc(C)cc2)s1 | -5 | 115 | 96 | 0 | 2 | 98 | 102 | 0
O=C(Nc1ccc(-n2cccn2)cc1)C1CCN(Cc2ccccn2)CC1 | 0 | 97 | 105 | 0 | 7 | 96 | 104 | -13
Nc1nc(SCCO)[nH]c(=O)c1NC(=O)c1ccc(Br)o1 | -6 | 99 | 102 | 25 | 11 | 73 | 103 | -2

A portion taken from the entries so far, as a working copy:
SMILES | procasp3 activ | LAP4 TOR yeast | MEP2-GFP yeast | JMJD2C inh | AHR activator | Yeast superoxide | RPL19A TOR yeast | proCasp7 act
CC1=C(C)/C(=N\OC(=O)/C=C/c2ccccc2)C=CC1=O | 5 | 95 | 105 | 2 | 4 | 102 | / | 8
O=P(OC1CCCCC1)(OC1CCCCC1)C(O)c1ccccc1 (stereo not drawn) | -2 | 110 | 101 | -3 | 0 | 83 | 100 | 6
CCc1ccc(NC(=O)Cn2c(=O)n(CCC(=O)NC3CCN(Cc4ccccc4)CC3)c(=O)c3ccccc32)cc1 | 3 | 96 | 102 | 2 | 1 | 80 | 101 | 7
COc1nc2ccccc2nc1N1CCN(c2ccc(F)cc2)CC1 | / | 100 | 107 | 4 | / | 96 | 103 | /

More compounds.
SMILES | procasp3 activ | LAP4 TOR yeast | MEP2-GFP yeast | JMJD2C inh | AHR activator | Yeast superoxide | RPL19A TOR yeast | proCasp7 act
COC(=O)CC(NC(=O)c1ccc(C)cc1)c1ccccc1 (stereo not drawn) | 15 | 115 | 98 | 1 | 0 | 125 | 96 | 1
O=C(/C=C/c1ccccc1)NC(=S)Nc1ccc(N2CCOCC2)cc1 | 2 | 93 | 97 | 10 | 10 | 90 | 97 | -6
CCOC(=O)c1nnc(-c2ccccc2)nc1NC | 6 | 98 | 92 | -2 | -1 | 99 | 95 | -9
CN1c2ccccc2C(O)=C(C(=S)Nc2ccc(Cl)cc2)S1(=O)=O | -9 | 124 | 110 | -7 | 12 | 113 | 101 | -15
N#C/C(=C\c1cn(Cc2ccccc2F)c2ccccc12)C(=O)NCc1ccco1 | -2 | 102 | 104 | 8 | 5 | 104 | 105 | -2
Cc1cccc(C)c1OCc1n[nH]c(=S)o1 | -3 | 109 | 108 | 6 | 2 | 119 | 106 | -4
O=C1CCC(c2ccccc2)c2ccccc21 (stereo not drawn) | -6 | 106 | 109 | 8 | -4 | 101 | 108 | 14
O=[N+]([O-])c1ccc2[nH]c3nc4ccccc4nc3c2c1 | -1 | 94 | 105 | 8 | 30 | 78 | 99 | -7
CCOC(=O)N1CCC(NC(=O)CCC(=O)N2CCOc3ccc(C)cc32)CC1 | 1 | 101 | 105 | -3 | -1 | 101 | 99 | 15
O=c1c2ccccc2c(-c2ccccc2)nn1-c1ccccc1 | -3 | / | 111 | -32 | 4 | 93 | 110 | 3
Cc1ccccc1-n1c2nc(=O)n(C)c(=O)c-2cc2ccccc21 | -11 | 100 | 93 | 12 | 1 | 128 | 100 | -9
C[C@]12C=CC(=O)C=C1CC[C@H]1[C@@H]3C[C@@H](O)[C@](O)(C(=O)CO)[C@@]3(C)C[C@H](O)[C@@]12F | 1 | 108 | 96 | 9 | 9 | 103 | 104 | 2
CC(=O)C1=C(C)Nc2ncnn2C1c1ccc(Cl)cc1 (stereo not drawn) | -3 | 102 | 95 | -3 | -6 | 88 | 96 | 3
COc1ccc(NS(=O)(=O)c2ccc(C)c(C(=O)NCc3cccnc3)c2)cc1 | -1 | 85 | 99 | -2 | 2 | 93 | 76 | 2
CC1CCN(S(=O)(=O)c2ccc(S(=O)(=O)NCc3ccccc3)cc2)CC1 | 9 | 105 | 104 | 2 | -3 | 94 | 101 | -1
Cc1onc(C(=O)NCCc2ccccc2)c1[N+](=O)[O-] | -4 | 97 | 99 | -9 | 1 | 98 | 92 | 6
O=C1CC/C=C\C[C@@H](CC(=O)N(CCO)Cc2ccccc2)C(=O)N2CCC[C@H]2CO1 | 1 | 97 | 99 | -11 | 1 | 103 | 98 | -8
Cc1ccc(C)c(C(=O)CCC(=O)Nc2ccc(N3CCN(C)CC3)cc2C)c1 | 7 | 92 | 103 | 3 | 1 | 112 | 100 | 13
Cc1cc(C)c2ccc3c(C)c(C)n(C)c3c2n1 | -6 | 102 | 91 | 3 | 34 | 80 | 88 | 14
Cc1onc(-c2c(F)cccc2Cl)c1C(=O)NC1=NCCS1 | 0 | 104 | 101 | -34 | 0 | 107 | 100 | -1
Cc1cccc(N(CC(=O)Nc2ccc(CC#N)cc2)S(C)(=O)=O)c1 | 0 | 94 | 98 | -7 | 1 | 87 | 99 | -2
CCn1c(SCC(=O)Nc2cc(C)on2)nnc1-c1cccs1 | -6 | 93 | 92 | 12 | 0 | 91 | 99 | -1
CN(C)CCNS(=O)(=O)c1ccc2c3c(cccc13)C(=O)N2 | 6 | 98 | 114 | 4 | 8 | 102 | 107 | 2
CCOC(=O)c1cn(CC2CC2)c2cc(F)c(F)cc2c1=O | 3 | 100 | 98 | 2 | 0 | 99 | 99 | 5
N#Cc1cccc(NC(=O)Cn2cnc(S(=O)(=O)N3CCCC3)c2)c1 | 4 | 90 | 97 | -9 | 0 | 93 | 99 | -2
O=C(Oc1ccc(-c2csnn2)cc1)c1cccs1 | -3 | 103 | 97 | 7 | 0 | 106 | 92 | 9
COc1cc(/C=N/NC(=O)c2ccncc2)ccc1OCCN1CCCCC1 | -8 | 92 | 107 | -14 | 0 | 111 | 104 | -3
CC(C)(C)NC(=O)CCN(/N=C/c1ccccc1)C1=NS(=O)(=O)c2ccccc21 | 8 | 101 | 102 | 18 | 1 | 115 | 102 | -2
OCC1(CO)COC(c2ccccc2)=N1 | 1 | 92 | 96 | 12 | 4 | 89 | 99 | 2
COc1ccc(CCNC(=O)C2CC(=O)N(c3ccc(Br)cc3)C2)cc1OC (stereo not drawn) | 4 | 83 | 93 | 2 | 1 | 95 | 99 | -11
COc1cccc(N2CCN(C(=S)Nc3cccc(C)c3)CC2)c1 | 6 | 86 | 102 | 2 | -2 | 90 | 98 | 3
COc1ccc(OC)c(/C=C2\SC(=S)N(Cc3cccnc3)C2=O)c1 | -2 | 89 | 104 | 39 | 2 | 82 | 105 | 4
COCCNC(=O)c1ccccc1NC(=O)c1ccccc1SC | 2 | 105 | 93 | -21 | 18 | 90 | 95 | 4
O=C(O)c1ccccc1CSc1nc2ccccc2[nH]1 | -8 | 103 | 98 | 3 | 11 | 90 | 99 | -5
